Screening data from PubChem BioAssay.
CHO parental Ca = ATP-evoked calcium signal inhibitors, parental CHO, primary screen, counter-screen for OX1R antagonist project, cell-based, fluorescence, Fluo-8 calcium dye | parental CHO-K1, ATP-induced calcium, Fluo-8 fluorescence | AID 463079, 2010 | inhibition, % at 5.6 µM | hit rate 0.63% among 330,000;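 active = inhibition above that plate's mean sample inhibition plus 3 SD, cut at about 26% in these data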;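 note: 0% = ATP-challenged DMSO wells and 100% = DMSO wells without ATP; some compounds past the cut are filed as inactive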
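Material: Parental CHO cells | Reagent: ATP | Compound dosing: Single nominal dose of 5.6 µM per compound | Detection: Intracellular calcium via Fluo-8 no-wash fluorescent dye | Read-out: % inhibition of ATP-induced calcium mobilization | Benchmarks: Low control ATP plus DMSO, high control DMSO only | Replicates: Singlicate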
CHRM1 agonist = human M1 muscarinic receptor agonists, primary screen, Fluo-8 calcium fluorescence, CHO-K1 cells, HTS | activation, % at 3 µM | CHO-K1 hM1, agonist mode; 0% DMSO, 100% acetylcholine EC100 | Muscarinic acetylcholine receptor M1 (Homo sapiens), P11229 | hit rate 0.33% among 360,000;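 active = activation above the run's mean compound activation plus 3 SD, cut at about 16% in these data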;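 note: peak over basal fluorescence ratio within a 140 s kinetic read after compound addition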
Target sequence (P11229 whole entry, looked up): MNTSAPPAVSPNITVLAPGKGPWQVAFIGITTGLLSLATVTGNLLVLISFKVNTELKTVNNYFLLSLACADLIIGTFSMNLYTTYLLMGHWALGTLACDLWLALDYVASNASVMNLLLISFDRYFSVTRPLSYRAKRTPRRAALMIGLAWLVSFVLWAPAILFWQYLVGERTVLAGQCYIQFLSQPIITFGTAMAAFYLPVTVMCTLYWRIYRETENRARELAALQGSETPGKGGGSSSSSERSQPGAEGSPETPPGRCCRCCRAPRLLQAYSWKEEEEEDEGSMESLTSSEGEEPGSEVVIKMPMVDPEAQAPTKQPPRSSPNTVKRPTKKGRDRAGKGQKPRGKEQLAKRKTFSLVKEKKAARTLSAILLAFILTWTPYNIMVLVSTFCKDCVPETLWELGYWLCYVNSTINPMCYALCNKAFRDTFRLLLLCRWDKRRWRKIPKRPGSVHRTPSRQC
TAAR1 ag = human TAAR1 agonists, primary screen, Fluo-8 calcium fluorescence, CHO RD-HGA16 cells; vehicle wells 0%, saturating PEA agonist 100%; hit rate 0.99% among 360,000; activation, % at 3 µM; AID 624467, 2012; Trace amine-associated receptor 1 (Homo sapiens), Q96RJ0;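 active = activation above the mean activation of all test compounds in the run plus 3 SD, cut at about 38% in these data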
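Signal – calcium-sensitive Fluo-8 signal, excitation 470-495, emission 515-575 nm · System – RD-HGA16 (CHO) cells co-expressing Gα16 and hTAAR1 · Incubation – 17-24 h seeding, 75 min 37 °C dye, 30 min RT · Compound dosing – 3 µM single concentration · Repeats – no replicates (n 1)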
CHRM1 PAM = human M1 muscarinic receptor positive allosteric modulators, primary screen, CHO-K1 cells, Fluo-8 calcium fluorescence, 1536-well; hit rate 0.088% among 360,000; activation, % at 3 µM; CHO-K1 hM1, ACh EC20; 0% = ACh EC20, 100% = maximal ACh; Muscarinic acetylcholine receptor M1 (Homo sapiens), P11229; in the data active = activation above about 19%, passing the limit was not always enough
OXTR ag = human OXTR agonists, primary screen, fluorescence, CHO-OTR cells, Fluo-8 calcium; Oxytocin receptor (Homo sapiens), P30559; Fluo-8 calcium fluorescence; normalized: DMSO 0%, oxytocin 100%; activation, % at 3 µM; hit rate 0.32% among 320,000;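 active = activation above the mean of all tested compounds plus 3 SD, cutoff set per screening run, cut at about 20% in these data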;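 note: peak over basal fluorescence ratio from a 100 s FLIPR kinetic read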
Target sequence (P30559 whole entry, looked up): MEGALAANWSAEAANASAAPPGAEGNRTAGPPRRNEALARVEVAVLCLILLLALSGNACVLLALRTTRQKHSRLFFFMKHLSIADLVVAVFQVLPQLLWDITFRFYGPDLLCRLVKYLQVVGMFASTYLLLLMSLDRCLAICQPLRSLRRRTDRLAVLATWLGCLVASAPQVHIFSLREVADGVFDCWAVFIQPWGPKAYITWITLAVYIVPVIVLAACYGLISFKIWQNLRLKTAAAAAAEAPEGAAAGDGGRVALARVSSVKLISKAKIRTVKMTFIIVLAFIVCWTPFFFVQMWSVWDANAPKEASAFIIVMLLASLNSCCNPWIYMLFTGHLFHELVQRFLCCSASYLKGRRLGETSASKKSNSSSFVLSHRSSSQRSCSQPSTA
CHRM1 antagonist = human M1 muscarinic receptor antagonists, primary screen, CHO-K1 cells, Fluo-8 calcium fluorescence, 1536-well; AID 588852, 2011; Muscarinic acetylcholine receptor M1 (Homo sapiens), P11229; inhibition, % at 3 µM; CHO-K1 hM1, ACh EC80 antagonist; hit rate 1.3% among 360,000;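 active = percent inhibition above its own plate's cutoff, namely the mean of that plate's compound wells plus 3 SD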;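 note: peak over basal fluorescence ratio during 140 s after agonist addition; 0% = ACh EC80 plus DMSO and 100% = DMSO alone without agonist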
TAAR1 antagonist = human TAAR1 antagonists, primary screen, Fluo-8 calcium fluorescence, CHO RD-HGA16 cells | Trace amine-associated receptor 1 (Homo sapiens), Q96RJ0 | inhibition, % at 3 µM | antagonist | hit rate 1.5% among 360,000;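 active = inhibition above a per-plate cutoff, the mean inhibition of test compounds on that plate plus 3 SD, cut at about 49% in these data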;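 note: 0% = DMSO plus EC80 beta-PEA response and 100% = DMSO alone without agonist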
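System: CHO RD-HGA16 cells bearing hTAAR1. Reagent: EC80 β-phenethylamine stimulus. Schedule: seeding 17-24 h prior, 75-min 37 °C, 30-min RT dye loading. Signal: Fluo-8 intracellular calcium dye fluorescence, real-time kinetic reads. Read-out: % inhibition from peak post-agonist over basal fluorescence ratio. Benchmarks: vehicle wells and EC80 agonist wells. Replicates: n of 1.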
V1R ag counter = agonists of human V1a receptor, primary screen, counter-screen for OXTR agonist project, fluorescence, CHO-V1R cells | activation, % at 3 µM | AID 2797, 2010 | Fluo-8 calcium fluorescence, agonist mode; 0% DMSO, 100% 3 nM vasopressin | hit rate 0.25% among 320,000;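 active = activation above the mean activation of all tested compounds plus 3 SD, per screening run, cut at about 20% in these data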;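 note: signal is peak over basal fluorescence ratio across a 100 second FLIPR read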
OXTR potentiator = human OXTR potentiators, primary screen, fluorescence, CHO-OTR cells, Fluo-8 calcium. Oxytocin receptor (Homo sapiens), P30559. Fluo-8 calcium fluorescence, potentiator mode; 0% = oxytocin EC15, 100% = EC100. activation, % at 3 µM. hit rate 0.061% among 320,000;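 active = activation above that plate's cutoff, the mean activation of tested compounds plus 3 SD, cut at about 6.6% in these data, passing the limit was not always enough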;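 note: 100% uses oxytocin at 75 nM as the full agonist control; some results filed as inactive read as strong as hits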
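Assay system: CHO-OTR cells, human receptor / Also added: oxytocin at about EC15, sub-maximal agonist stimulus / Dosing: single dose, 3.0 µM nominal final compound concentration / Incubation: 6 min pre-incubation, 100 s read / Technique: Fluo-8 calcium dye fluorescence / Read-out: % activation vs EC15 and EC100 oxytocin / Benchmarks: EC15 oxytocin low, 75 nM oxytocin high / Replicates: singlicate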
* = called active by the depositor; · = no result given. Rows are unselected; 3.7% or so of the library scored in one or more.

SMILES	CHO parental Ca	CHRM1 agonist	TAAR1 ag	CHRM1 PAM	OXTR ag	CHRM1 antagonist	TAAR1 antagonist	V1R ag counter	OXTR potentiator
CCOC(=O)c1cnc(SCC(=O)OC)nc1N	-11	-1	11	2	-0.1	-1	0	0.6	0
NS(=O)(=O)c1ccc(N/C=C\C(=O)c2ccc(F)cc2)cc1	-7	-2	2	7	1.5	-12	-14	0.5	-2
COC(=O)/C=C1/S/C(=N/NC(=O)c2ccccc2)NC1=O	-5	-1	5	5	-0.2	-39	-6	0.1	-10
Cc1ccc(S(=O)(=O)C2(C(=O)Nc3cccnc3)CC2)cc1	-4	-3	0	7	0.4	-14	-5	0.1	-1
S=C(NCc1ccccc1)N1CCn2cccc2C1c1cccnc1 (configuration not stated)	·	-2	8	5	·	-4	2	·	·
Cc1cc(Cl)ccc1C(=O)C1CCCN(C(=O)c2ccc3ncccc3c2)C1 (configuration not stated)	-24	-5	10	3	-1.0	-6	-10	0.6	-9
CCOc1ccccc1CN1CCC(CO)(CCOc2ccccc2)CC1	-11	-11	2	1	4.1	3	15	2.0	-3
COc1ccc(OC)c(C2=NO[C@@](CC(=O)O)(C(=O)Nc3ccc4c(c3)OCCO4)C2)c1	0	-3	2	15	-0.3	-23	-2	0.7	-12
Cc1ccc(Nc2ncnc(-n3cccc3)n2)cc1Cl	-7	2	0	23	-1.1	-18	-23	0.3	-5
CCc1cccc2c(C(=O)C(NCCCOC)c3ccccc3)c[nH]c12 (configuration not stated)	-1	-1	18	0	5.9	7	23	7.0	-10
CC(C)(C)SCCNC(=O)Nc1ccccc1	0	-6	0	4	-0.5	-6	-7	0.7	-4
N#C/C(=C\N1CCOCC1)S(=O)(=O)c1ccc(Cl)cc1	7	-1	3	9	0.2	-19	-14	1.1	-3
CCOc1ccccc1NC(=O)N1CCCC1C(=O)Nc1ccc(-n2cnnn2)c(C)c1 (configuration not stated)	-7	-4	3	0	-1.2	-21	11	-1.5	-3
O=C(COC(=O)CCc1nc2ccccc2s1)NC(=O)NCc1ccco1	12	0	0	4	-2.6	-2	-38	-0.8	-11
O=C(COc1cccc2cccnc12)N/N=C1\SCC(=O)N1Cc1ccco1	-10	-3	5	3	-1.6	-5	-5	-0.6	-1
CC(C)c1cc(C(F)(F)F)n2nc(C(=O)Nc3ccc(-n4cnnn4)cc3)cc2n1	-4	-1	1	3	0.8	-24	-16	2.0	-2
CCN(CC)C(=O)C1CC(=O)OC12CCCCC2 (configuration not stated)	1	-3	0	5	1.4	3	-13	0.6	-3
Cc1noc(C)c1CSCC(=O)Nc1nc2c(F)cc(F)cc2s1	-18	7	3	7	2.9	9	6	3.7	0
CCOC(=O)c1sc(NC(=O)COC(=O)CNC(=O)C2CCCCC2)c(C(=O)OCC)c1C	-7	-3	0	-3	-1.0	3	-3	0.2	-4
CC1CCCCC1NC(=O)CN1CCC(O)(c2ccc(F)cc2)CC1 (configuration not stated)	-13	-4	8	-5	1.4	6	-5	1.4	4
O=C(Nc1ccccc1C(=O)NC1CC1)c1ccccc1F	-11	-2	5	4	-0.6	-5	5	-0.3	0
Cc1cccc(N2CCN(C(=O)Cn3ccc4ccccc4c3=O)CC2)c1C	-10	-1	6	-6	6.2	7	10	5.3	-15
COc1cccc2cc(C(=O)OC(C)C(=O)c3ccc(C)cc3)c(=O)oc12 (configuration not stated)	-6	-3	1	3	0.0	-4	-12	0.0	-7
CCc1ccc(Nc2ccc3nonc3c2[N+](=O)[O-])cc1	1	-2	-1	12	-2.0	-13	-18	-0.7	-3

Whole records, quoted from the list. Screens in order: CHO parental Ca, CHRM1 agonist, TAAR1 ag, CHRM1 PAM, OXTR ag, CHRM1 antagonist, TAAR1 antagonist, V1R ag counter, OXTR potentiator
CCc1ccc(Nc2ccc3nonc3c2[N+](=O)[O-])cc1 is listed with 1, -2, -1, 12, -2.0, -13, -18, -0.7, -3
COC(=O)/C=C1/S/C(=N/NC(=O)c2ccccc2)NC1=O is listed with -5, -1, 5, 5, -0.2, -39, -6, 0.1, -10

(more compounds)
SMILES	CHO parental Ca	CHRM1 agonist	TAAR1 ag	CHRM1 PAM	OXTR ag	CHRM1 antagonist	TAAR1 antagonist	V1R ag counter	OXTR potentiator
CCN(CC(O)Cn1c2ccccc2c2ccccc21)S(=O)(=O)c1ccc(F)cc1 (configuration not stated)	-23	-5	14	-3	0.2	-4	35	1.4	-9
Nc1cc(=O)[nH]c(SCC(=O)Nc2ccc(S(=O)(=O)N3CCCCC3)cc2)n1	6	-9	4	11	0.6	-8	-14	1.3	-6
Cc1ccc(S(=O)(=O)N2CCC(C(=O)Nc3ccc(C(C)C)cc3)CC2)cc1	-4	-5	1	-19	-2.6	24	27	3.1	-9
CC(N)C12CC3CC(C1)CC(C(C)N)(C3)C2 (configuration not stated)	-16	3	14	8	0.4	-9	2	2.1	-3
CC(=O)c1ccc(N2CCN(C(=S)Nc3cccc(Cl)c3)CC2)cc1	10	-2	15	0	9.8	3	28	6.3	-12
O=[N+]([O-])c1cccc(CN(CCO)Cc2ccccc2)c1	-3	-3	2	2	0.1	0	8	0.2	-1
CCn1c(Cc2ccccc2)nnc1SCC(=O)OC(C)C	-14	-7	·	9	0.0	-17	·	0.0	-2
CSc1ncc(Cl)c(C(=O)Nc2ccccc2Br)n1	-3	-4	0	1	-0.5	1	-22	-0.6	-4
Cc1cccc(NC(=O)Cn2c(=O)oc3ccccc32)c1C	-11	-4	2	10	-0.5	-13	-23	-0.5	-10
O=[N+]([O-])c1ccc(O)c(/C=N/n2cnc3ccccc32)c1	-8	4	21	-2	21*	7	12	14	-14
CC(=O)CCN1CCOCC1	-5	2	2	8	0.3	-4	-12	0.8	0
CCCOc1ccc(/C=N/NC(=O)C2CCCN2S(=O)(=O)c2ccc(Cl)cc2)cc1 (configuration not stated)	-33	-3	2	-14	-1.6	19	19	-0.2	-4
CC(=O)c1c(N2CCC(C(N)=O)CC2)nc(=S)n(-c2ccccc2)c1C	8	-6	6	6	1.1	-3	-4	0.3	5
C/C(=N/OC(=O)c1ccc(C)cc1)C(=O)c1ccc(Br)cc1	1	-1	8	7	0.1	-9	-6	0.0	-6
CCCCN(C)C(=O)C1CCC(=O)N(c2cc(OC)c(OC)c(OC)c2)C1c1ccc(OC)cc1 (configuration not stated)	-20	-1	0	11	-0.2	-11	-8	0.0	0
COc1cccc(CN2CCN(C(=O)Nc3ccc([N+](=O)[O-])cc3)CC2)c1	19	-3	8	-10	3.1	31*	15	4.5	-8
NNC(=O)Cn1nnc(-c2ccc(C(F)(F)F)cc2)n1	-5	-1	4	7	0.5	-1	-40	0.5	-2
Cc1ccc(S(=O)(=O)NCCC(=O)N2CCN(S(=O)(=O)c3cccc(F)c3)CC2)cc1C	-15	-1	3	8	1.3	-13	10	4.9	-6
CCCCSc1nnc2c(n1)[nH]c1ccccc12	0	-5	7	4	1.1	-7	-5	2.6	-10
O=C(NCc1ccccc1)C(c1cccnc1)N(C(=O)c1ccccn1)c1cccc(F)c1 (configuration not stated)	-23	3	8	6	1.5	10	2	2.0	-11
COc1ccc(Br)c(C(=O)OCC(=O)NC2CCCCCC2)c1	4	-5	0	5	-0.9	-13	-11	0.5	-6
CCc1ccc(NC(=O)C2CCN(C(=O)N3CCOc4ccccc43)CC2)cc1	2	-3	8	-7	2.0	5	32	3.2	-7
CCOC(=O)C1CCCN(S(=O)(=O)c2cc(C(=O)OC)n(C)c2)C1 (configuration not stated)	26*	-3	3	-11	6.9	7	6	10	-6
CN(C)S(=O)(=O)c1ccc2oc(SCC(=O)c3c(N)n(C4CC4)c(=O)[nH]c3=O)nc2c1	0	-4	8	-3	1.7	12	-3	0.4	0
Cc1ccc(CNC(=O)C(C)C2Sc3ccccc3NC2=O)cc1 (configuration not stated)	-19	-3	-1	-4	-0.4	-9	11	-0.4	0
Cc1cc(C)c(NC(=O)CN2CCN(S(=O)(=O)c3ccc4c(c3)OCCO4)CC2)c(C)c1	·	-2	4	7	·	-16	-10	·	·
CCOC(=O)c1cc(CC)sc1NC(=O)c1ccc([N+](=O)[O-])c(N2CCOCC2)c1	0	-3	1	7	-1.5	-9	6	-0.7	-7
O=C(c1cccc(Br)c1)N1CCN(C(=O)c2cccc(Br)c2)CC1	-2	-3	14	8	3.1	-18	-10	0.2	-8
COC(=O)C1=C(NC(=O)COc2ccc3ccccc3c2)CCS1	-11	-7	2	-5	-2.1	10	42	1.4	-11
N[C@@H](Cc1ccccc1)C(=O)N1CCC(C(=O)NCC(=O)Nc2ccc(F)cc2)CC1	-9	-4	0	6	-0.5	-10	3	0.9	-7
CCn1c(CNC(=O)c2ccccc2F)nnc1SCCOc1ccccc1	-5	0	0	12	-0.7	-4	-8	2.5	-16
COc1ccc(CNC(=O)CNC(c2ccccc2)c2ccccc2)cc1OC	-9	-4	0	7	1.1	0	13	4.1	-8
COc1ccc(CCN(Cc2ccc(C(C)C)cc2)S(=O)(=O)c2ccc(S(=O)(=O)N(C)C)cc2)cc1OC	3	-5	1	8	0.4	-2	13	0.3	-7
O=C(O)c1cc2cccc(S(=O)(=O)N3CCCCC3)c2cc1O	-3	0	1	-2	0.4	-1	19	-0.4	-2
Cc1cccn2c(=O)c3cc(C(=O)NCC4CCCO4)c(=N)n(Cc4ccc(F)cc4)c3nc12 (configuration not stated)	-24	-6	0	12	-2.4	-7	-12	-1.8	-4
CCn1c(SCC(=O)Nc2ccc3c(c2)OCO3)nc2c1c(=O)n(C)c(=O)n2C	-14	0	1	9	0.2	-8	-12	0.2	-3
Cc1cc(=O)c2ccc(Cl)cc2[nH]1	-2	-4	-1	0	1.0	-2	7	1.0	-3
